High-throughput results: PubChem, several laboratories
HEK293 NOD2/NF-kB – NOD2 signaling inhibitors, cell-based, luminescence, uHTS, HEK293 (AID 1566); HEK293 NOD2/NF-kB luciferase reporter, luminescence; higher % means a stronger effect; inhibition, % at 4 µM; hits with a dose series show EC50 in µM; 290,000 compounds, 0.63% hits; note: many of its hits are not listed in these tables
KOR beta-arrestin-1 – KOR agonists, beta-arrestin recruitment, primary screen, cell-based, luminescence, uHTS (AID 1777). Kappa-type opioid receptor (Homo sapiens). 280,000 compounds, 0.02% hits. activation, % at 10 µM; hits with a dose series show EC50 in µM. KOR beta-arrestin recruitment, luminescence; higher % means a stronger effect; in the data active = activation above about 50%, passing the limit was not always enough; note: a part of the inactive calls stands beside numbers as strong as those of hits
LYP phosphatase – inhibitors of LYP phosphatase, biochemical, fluorescence intensity, uHTS (AID 1779). 290,000 compounds, 0.054% hits. inhibition, % at 11.5 µM; hits with a dose series show IC50 in µM. Tyrosine-protein phosphatase non-receptor type 22 (Homo sapiens). recombinant LYP phosphatase, fluorescence intensity; higher % means a stronger effect;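 note: plate controls were vehicle with enzyme for no effect and no enzyme for full effect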
KOR beta-arrestin-2 – KOR antagonists, beta-arrestin recruitment, cell-based, luminescence, uHTS (AID 1778). Kappa-type opioid receptor (Homo sapiens). KOR beta-arrestin recruitment, luminescence, antagonist mode; higher % means a stronger effect. inhibition, % at 10 µM, or IC50 in µM where a hit was titrated. 290,000 compounds, 0.091% hits; note: strong numbers were not always called active
Myeloid diff 2 – induction of myeloid progenitor differentiation, primary screen, cell-based, flow cytometry, MLPCN library. ER-HoxA9 myeloid progenitors, lysozyme-GFP differentiation. calls only at 10 µM. 360,000 compounds, 1% hits. AID 624256, 2012;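 active = normalized GFP-positive differentiation at or above the plate's own cutoff, the solvent-only control mean plus 3 SD; inconclusive = no clear call, values can overlap the other calls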;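 note: cells exposed to compound for four days before flow analysis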
NOD1 inhibition – NOD1 signaling inhibitors, primary screen, cell-based, luminescence, uHTS (AID 1578); NOD1-driven NF-kB luciferase reporter cells, luminescence; higher % means a stronger effect; inhibition, % at 4 µM; hits with a dose series show EC50 in µM; 290,000 compounds, 1% hits; in the data active = inhibition mostly above about 36%, no sharp cut-off; inactive = mostly below about 34%;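 note: HEK-293T reporter cells stimulated with the NOD1 agonist gamma-tri-DAP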
SIAH1 antagonists – Siah-1 peptide-binding antagonists, primary screen, biochemical, fluorescence polarization, rhodamine-plectin, uHTS (AID 1817). E3 ubiquitin-protein ligase SIAH1 (Homo sapiens). Siah-1 / rhodamine-plectin peptide fluorescence polarization; higher % means a stronger effect. displacement, % at 20 µM, or IC50 in µM where a hit was titrated. 290,000 compounds, 0.02% hits;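 active = displacement of at least 50% at 20 µM, with a fluorescence ratio check between 0.3 and a set limit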;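 note: plate controls were Siah plus tracer with DMSO for no effect and tracer alone without Siah for full effect; strong numbers were not always called active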
HIV peptide binding – inhibitors of HIV fusion peptide binding, primary screen, biochemical, uHTS, fluorescence dequenching (AID 1986). cell-free peptide binding, fluorescence dequenching, 30 min; higher % means a stronger effect. inhibition, % at 20 µM; hits with a dose series show IC50 in µM. 290,000 compounds, 0.3% hits; in the data active = inhibition mostly above about 52%, no sharp cut-off; inactive = mostly below about 76%; note: some results filed as inactive read as strong as hits
PhoP inhibition – inhibitors of PhoP regulon expression, primary screen, Salmonella Typhimurium, GFP reporter (AID 1863). S. Typhimurium PhoP-regulated promoter GFP reporter, 4 h; higher % means a stronger effect. one-dose inhibition, % at 50 µM; IC50 in µM for titrated hits. 300,000 compounds, 0.16% hits;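 active = inhibition over 29.93%, a cutoff 3 SD above the screen mean, later confirmed by dose response; inconclusive = inhibition over 29.93% but no dose response follow-up; inactive = inhibition at most 29.93% or unconfirmed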;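 note: 0% = low Mg2+ inducing control and 100% = high Mg2+ repressing control; strong numbers were not always called active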
Myeloid diff 2 GFP+ MAC1+ % – further read-out of Myeloid diff 2, marked with its call; GFP+ MAC1+ double positive, %; measured here: differentiation confirmed by MAC1 staining
* marks the source's active call; other numbers are inactive results; i = inactive; ? = inconclusive; . = no result given; + = active, no number; & = joins results of further samples; [ ] = another dose, or the depositor's remark. Cut-off read from the data, not from the text of the source, unless noted: active = inhibition above about 50%; inactive = the rest.

SMILES	HEK293 NOD2/NF-kB	KOR beta-arrestin-1	LYP phosphatase	KOR beta-arrestin-2	Myeloid diff 2	Myeloid diff 2 GFP+ MAC1+ %	NOD1 inhibition	SIAH1 antagonists	HIV peptide binding	PhoP inhibition
O=C(Nc1nc(-c2ccccc2)c(-c2ccccc2)s1)c1ccc(S(=O)(=O)N(CCCl)CCCl)cc1	10.3%	4.8%	-2.7%	41.7%	i	4.6	-14.3%	-6.3%	-0.8%	1.9%
CC(C)N1CCN(Cc2ccc3c(c2)OCCO3)CC1CCO (centres undefined)	9.2%	-1.6%	-7.3%	24.6%[20 µM]	i	0.3	-18.0%	-0.1%	-0.3%	1.0%
CC1(C)NCCN2C(=O)CSC21 (centres undefined)	-8.3%	-2.3%	-8.6%	41.3%	i	0.9	-0.8%	-0.7%	2.9%	1.1%
Cc1ccc(C(=O)NC2CC3CCC(C2)N3)cc1 (centres undefined)	7.5%	-5.0%	-7.0%	-20.6%	i	0.2	-18.7%	9.6%	1.8%	-10.7%
Cn1cnc([N+](=O)[O-])c1Sc1ccc([N+](=O)[O-])cc1	12.2%	-0.6%	1.8%	-4.0%[20 µM]	i	0.5	-38.8%	-3.7%	-0.3%	3.0%
CC1(C)CC(N(CCc2ccccc2)Cc2ccccc2)CCO1 (centres undefined)	-11.1%	3.9%	-3.2%	.	i	0.0	-0.9%	0.5%	-1.1%	-4.1%
C=CCn1c(O)c(C(C)=O)c(=O)[nH]c1=O (tested in a mixture with another compound)	21.1%	-2.8%	-7.4%	31.0%	i	0.4	6.0%	4.6%	2.9%	-6.9%
C=CCn1c(O)c(C=NCCCOc2ccc(CC)cc2)c(=O)[nH]c1=S	-6.4%	3.2%	3.3%	-40.8%	+	2.1*	-18.5%	-4.0%	10.9%	-0.1%
O=[N+]([O-])c1cc(Cl)c(O)c(-[n+]2c(-c3ccccc3)cc(-c3ccccc3)cc2-c2ccccc2)c1	22.4%	-0.2%	-7.8%	-42.8%[20 µM]	i	0.8	2.7%	-1.2%	-2.6%	2.8%
O=c1[nH]c(=S)n(C2CC2)c(O)c1C=Nc1ccc2c(c1)OCO2	9.6%	-3.8%	-3.5%	37.9%	i	0.8	-1.9%	-3.4%	14.6%	-2.2%
Cc1ccc(C)c(OCC(=O)N2CCN(Cc3ccc4c(c3)OCO4)CC2)c1	-1.1%	.	-5.0%	-48.1%[20 µM]	.	.	-34.9%	2.6%	-1.6%	-0.6%
CC(=O)NNC(=O)CN1C(=O)CN=C(c2ccccc2)c2cc(Br)ccc21	1.7%	-0.9%	-6.7%	-13.6%	i	0.5	-20.0%	8.0%	2.1%	-1.5%
COc1ccc(OC)c(CC(=O)N(C)C2CCCN(Cc3ccccc3F)C2)c1 (centres undefined)	-10.9%	6.7%	-2.4%	-28.9%	i	0.5	59.1%	-8.0%	0.1%	1.4%
CCOC(=O)c1c(C)n(CCOC)c2ccc(O)cc12	7.7%	-2.2%	-0.1%	27.7%	i	1.3	-22.0%	1.8%	-2.3%	2.0%
COc1ccc(S(=O)(=O)NC(CC(=O)N2CCC3(CC2)OCCO3)c2ccco2)cc1 (centres undefined)	2.9%	-1.7%	2.2%	9.4%	i	1.6	-10.3%	1.7%	-0.7%	-5.0%
FC(F)(F)c1cccc(N2CCNCC2)c1	0.1%	-2.9%	-4.8%	-10.8%	.	.	-2.1%	5.8%	-1.3%	-9.8%&-13.3%
COCCOC(=O)C1=C(N)Oc2c(c(=O)oc3ccccc23)[C@@]12C(=O)Nc1ccccc12	2.8%	-1.8%	0.2%	-8.9%	?	.	-20.9%	0.5%	-0.2%	4.2%
COc1ccc2c(c1)CC1(CN2C)C(=O)NC(=O)N(CCc2ccccc2)C1=O (centres undefined)	4.2%	-3.3%	0.1%	26.8%	i	0.7	-19.0%	2.5%	0.1%	4.9%
CCOP(=O)(/C=C(\Cl)c1ccccc1)C(O)c1ccc(F)cc1 (centres undefined)	-6.1%	-1.4%	-5.3%	-2.7%	i	0.7	-14.2%	9.6%	0.8%	2.2%
Cc1oc(-c2ccccc2F)nc1CS(=O)CC(=O)N1CCC2(CC1)OCCO2 (centres undefined)	1.9%	0.1%	-0.3%	-7.3%	i	0.6	-7.3%	3.3%	-1.0%	-7.3%
CCC(=NCc1ccco1)c1c(O)[nH]c(=O)[nH]c1=O	-2.9%	-1.6%	-10.2%	-7.6%	i	1.9	2.0%	0.1%	1.2%	-12.6%
COC(=O)c1ccccc1N=Cc1c(O)[nH]c(=S)[nH]c1=O	5.4%	-4.1%	-5.5%	-16.2%	i	0.2	-33.0%	1.3%	-1.6%	-8.4%
CN=C(SCc1cc2c(cc1Cl)OCO2)c1c(O)n(C)c(=O)n(C)c1=O	0.3%	-4.7%	-2.1%	-37.0%	i	1.4	-26.8%	2.8%	2.1%	5.0%
O=C(/C=C/c1ccc2c(c1)OCO2)c1c(O)n(CCc2ccccc2)c(=O)[nH]c1=O	-54.8%	5.2%	7.4%	19.5%	i	0.5	14.2%	-3.0%	23.6%	-88.2%

Quoted at random: 4 records from the list.
SMILES	HEK293 NOD2/NF-kB	KOR beta-arrestin-1	LYP phosphatase	KOR beta-arrestin-2	Myeloid diff 2	Myeloid diff 2 GFP+ MAC1+ %	NOD1 inhibition	SIAH1 antagonists	HIV peptide binding	PhoP inhibition
COc1ccc(S(=O)(=O)NC(CC(=O)N2CCC3(CC2)OCCO3)c2ccco2)cc1 (centres undefined)	2.9%	-1.7%	2.2%	9.4%	i	1.6	-10.3%	1.7%	-0.7%	-5.0%
Cc1oc(-c2ccccc2F)nc1CS(=O)CC(=O)N1CCC2(CC1)OCCO2 (centres undefined)	1.9%	0.1%	-0.3%	-7.3%	i	0.6	-7.3%	3.3%	-1.0%	-7.3%
COCCOC(=O)C1=C(N)Oc2c(c(=O)oc3ccccc23)[C@@]12C(=O)Nc1ccccc12	2.8%	-1.8%	0.2%	-8.9%	?	.	-20.9%	0.5%	-0.2%	4.2%
COc1ccc(OC)c(CC(=O)N(C)C2CCCN(Cc3ccccc3F)C2)c1 (centres undefined)	-10.9%	6.7%	-2.4%	-28.9%	i	0.5	59.1%	-8.0%	0.1%	1.4%

The listing continues:
SMILES	HEK293 NOD2/NF-kB	KOR beta-arrestin-1	LYP phosphatase	KOR beta-arrestin-2	Myeloid diff 2	Myeloid diff 2 GFP+ MAC1+ %	NOD1 inhibition	SIAH1 antagonists	HIV peptide binding	PhoP inhibition
CSc1ccc(C(=O)C2CCCN(Cc3cccnc3)C2)cc1 (centres undefined)	13.1%	0.2%	-4.6%	-15.4%	i	0.2	-13.2%	10.8%	2.3%	-8.7%
Cc1cc(C)n(CCOC(=O)C2C(C=C(Cl)Cl)C2(C)C)n1 (centres undefined)	8.2%	-1.4%	-0.2%	19.4%	i	0.7	-5.8%	3.3%	0.3%	11.1%
COc1ccc(CN2CC=C(c3ccc(F)cc3)CC2)cc1Br	-9.7%	2.9%	-4.1%	8.4%[20 µM]	i	1.0	18.6%	-2.3%	-1.6%	16.7%
CCCCCCN1CCN(c2ccc(Cl)cc2)CC1	-2.1%	-3.0%	-3.6%	4.1%	i	0.7	-22.9%	14.1%	-0.3%	2.5%
NC(=O)CSP(=O)(c1ccccc1)c1ccccc1	7.5%	1.5%	-3.3%	20.8%	i	4.4	-23.0%	0.3%	2.6%	-12.6%
Cc1cccc(OP(=O)(Nc2ccc(F)cc2)Oc2cccc(C)c2)c1	-4.6%	-3.7%	7.4%	7.0%	i	0.2	-25.0%	9.0%	2.7%	-6.8%
CC(Cc1cccs1)NCc1ccccc1 (centres undefined)	-24.3%	0.4%	-1.6%	-13.6%	i	0.4	-42.9%	-4.2%	0.7%	-5.1%
O=C(O)CCn1cc(C=C2C(=O)NC(=S)NC2=O)c(-c2cc3ccccc3oc2=O)n1	8.4%	.	0.2%	-12.1%[20 µM]	i	0.8	17.8%	0.0%	17.6%	-1.2%
O=C(c1cnn2c(C(F)(F)F)cc(-c3ccccc3)nc12)N1CCC2(CC1)OCCO2	7.4%	-0.5%	0.5%	-34.0%	i	4.4	-11.4%	-1.1%	0.9%	-3.7%
Cc1c(-c2cccc(Cl)c2)nc2ccccc2c1C(=O)N1CCC2(CC1)OCCO2	-21.4%	3.7%	-2.1%	-3.9%	?	.	-11.2%	6.2%	-0.4%	6.5%
O=C(O)c1ccc(/C=C/c2nc3ccccc3c(=O)n2-c2ccc(Br)cc2)cc1	22.4%	-3.5%	-5.9%	10.8%	i	0.3	-10.1%	2.7%	8.5%	1.5%
CC1=NCCc2c1[nH]c1ccccc21	17.7%	7.3%	-1.4%	-1.5%	i	3.9	-31.4%	0.5%	0.1%	-4.2%
O=C(Cn1cc(C(=O)c2ccccc2F)c2ccccc21)NCc1ccco1	4.5%	1.2%	-6.2%	-13.7%	i	9.9	.	4.9%	-1.0%	1.1%
CC(=NCCO)c1c(O)n(C)c(=O)n(C)c1=O	-7.8%	-2.9%	-2.8%	-1.1%	i	1.5	-25.9%	-4.4%	2.1%	0.0%
CCCCCn1c(=O)c(C(=O)Nc2ccccc2Cl)c(O)c2ccccc21	-19.8%	0.4%	1.2%	42.0%	+	4.7*	3.1%	-8.7%	-1.7%	3.4%
CC12CCC3C(CCC4C/C(=N/O)CCC43C)C1CCC2O (centres undefined)	5.8%	6.5%	-6.6%	-14.7%	i	0.2	3.5%	-0.5%	1.4%	-10.6%
C=CCn1c(O)c(C=Nc2ccc(F)cc2)c(=O)[nH]c1=O	-2.0%	-5.1%	-7.6%	-3.6%[20 µM]	i	0.3	-12.7%	7.0%	0.1%	-3.6%
COc1ccc(OCC(=O)N2CCN(CC3CC4C=CC3C4)CC2)cc1 (centres undefined)	-40.7%	6.0%	7.3%	-12.0%	i	0.5	5.1%	1.6%	20.6%	-7.7%
C=Cn1ccnc1P(O)(=S)c1nc(C)c(CCOC(C)=O)s1 (centres undefined)	21.1%	-1.7%	-6.1%	1.5%	i	0.1	-20.1%	0.5%	0.4%	-6.4%
O=C(c1ccc(F)cc1)C(Cc1ccccc1)N1CCCCC1 (centres undefined)	-10.9%	-7.3%	-1.3%	15.6%	i	0.8	-24.0%	10.8%	1.0%	6.3%
c1ccc(CN2CCNCC2)nc1	-6.5%	0.0%	-4.9%	-24.0%	i	1.3	-3.3%	3.7%	-0.2%	1.8%
CCOc1cc2c(cc1OCC)-n1cccc1C(c1ccccc1O)NC2 (centres undefined)	1.1%	-3.3%	-6.8%	19.4%	i	0.4	1.6%	-6.6%	-2.4%	6.8%
COc1cc(OC)c(OC)cc1CN1CCN(C(=O)Cc2ccccc2)CC1	4.8%	-3.2%	-12.4%	-11.0%[20 µM]	i	0.2	-22.3%	2.9%	-0.8%	-0.1%
FC(F)(F)c1ccccc1CN1CCN(Cc2ccccc2)CC1	-3.7%	3.2%	-7.7%	25.1%	i	1.4	-0.9%	-6.3%	1.2%	-7.4%

Some of the compounds tested. The share of hits here may be higher or lower than overall.
